Lamin A splicing = qHTS Assay for Modulators of Lamin A Splicing. HeLa LMNA splicing GFP/RFP minigene ratio, 48 h. Potency, µM (highest dose often 46.1 µM), inactives show at the highest dose ratio change, negative = inhibition, usual class: inhibitors. 200,000 tested, 0.01% active. AID 1487, 2009; active = well fitted inhibition curve with a large enough effect in the signal ratio, with a control signal flat, not every such curve was filed as active; inconclusive = small, poorly fitted or top-dose-only effect, or effect the other way, or a change in a side signal; the % refers to the signal ratio
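Read-out is the ratio of GFP to DsRed2 object intensity, acquired by 488 nm laser-scanning cytometry on HeLa lamin A-EGFP minigene reporter cells. Compound incubation 48 hrs at 37 °C in Opti-MEM with 2% FBS; DMSO 0.5% final.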
* = called active by the depositor; ? = inconclusive; [ ] = remark or other dose. % is scaled to controls: 0 for no effect and ±100 for the full control effect; potency is read from the fitted curve at half-maximal effect. This is a subset; count on the stated rates, not on these rows.

SMILES	Lamin A splicing
COc1ccc(N(Cc2cccs2)C(=O)c2ccc(OC)c(Cl)c2)cc1	?
CCc1ccccc1NC(=O)Cn1nnc(C(=O)NCc2ccccc2Cl)c1N	5.7%[46 µM]
COc1ccc(-c2cc(C(F)(F)F)n3nc(C(=O)OC(C)C)cc3n2)cc1	?
Cc1ccccc1NC(=O)C(Cc1ccccc1)N1Cc2ccccc2C1=O (stereo unspecified)	5.6%[46 µM]
CCC(=O)N1CCc2cc(CNC(=O)c3ccccc3C)ccc21	1.2%[46 µM]
Cc1cc(NC(=O)NCc2ccc3c(c2)CCN3C(=O)c2ccccc2)ccc1Br	?
Cc1cccc(NC(=O)CSc2nc(=O)n(Cc3ccncc3)c3c2CCC3)c1C	-10.8%[46 µM]
CSc1ccc(C(=O)Nc2ccc(-c3nc4ccccc4s3)c(O)c2)cc1	13.8%[46 µM]
CCCCOc1ccc(C(=O)NCCc2sc(-c3ccc(OC)c(OC)c3)nc2C)cc1	-5.2%[46 µM]
Cc1nn(C)c2c1c(C(F)(F)F)cc(=O)n2CC(=O)NCCC(C)C	19.7%[46 µM]
COc1ccc(S(=O)(=O)NCc2ccc3c(c2)CCN3C(C)=O)cc1OC	-13.3%[46 µM]
Cn1cc(CCCC(=O)NCc2ccc(F)cc2)c2ccccc21	?
CCOc1cccc(C2c3[nH]c4ccccc4c3CCN2C(=O)CSCc2ccc(F)cc2)c1 (stereo unspecified)	-22.5%[46 µM]
CN(C(=O)Cn1cnc2onc(-c3ccc(F)cc3)c2c1=O)c1ccccc1Cl	2.5%[46 µM]
O=C(NCc1cccs1)c1ccc(Cn2c(SCc3ccc(F)cc3)nc3cccnc32)cc1	-5.7%[46 µM]
CCC(C)(C)NC(=O)C1CCN(S(=O)(=O)c2ccc3c(c2)CCCN3C(C)=O)CC1	?
CCc1ccc(NS(=O)(=O)c2ccc(C(=O)N(C)C)s2)cc1	15.7%[46 µM]
CCC1CCCCN1C(=O)c1c[nH]c2ccc(S(=O)(=O)Nc3cccc(OC)c3)cc2c1=O (stereo unspecified)	-6.9%[46 µM]
CCn1ccc2c(OCC(=O)Nc3ccc(C(C)=O)cc3)cccc2c1=O	2.6%[46 µM]
COc1ccc(-c2cnc(C)o2)cc1S(=O)(=O)Nc1ccc(C)c(N(C)C)c1	?
Cc1nc(-c2ccc(Cl)cc2)sc1CCNC(=O)C(=O)Nc1ccccc1C#N	?
COc1cccc(N2CCN(C(=O)c3cnc4c(-c5ccc(F)cc5)c(C)nn4c3C)CC2)c1	-5.3%[46 µM]
Cc1ccc(CNC(=O)CCS(=O)(=O)c2cc3c(cc2Cl)NC(=O)CO3)cc1	?
COc1ccc(Cl)cc1NC(=O)CSc1nnc2[nH]c(=O)cc(-c3ccccc3)n12	?
Oc1c(C(c2ccccc2Cl)N2CCN(Cc3ccccc3)CC2)sc2nc(-c3ccco3)nn12 (stereo unspecified)	?
(more compounds)
SMILES	Lamin A splicing
Cc1ccccc1OC(=O)c1snnc1C	10.8%[46 µM]
COc1cccc(C(=O)Nc2nnc(S(=O)(=O)N3CCOCC3)s2)c1	0.0%[46 µM]
Cc1cc(C)cc(NC(=O)c2cc(S(=O)(=O)N3CCCCCC3)cn2C)c1	18.7%[46 µM]
CCC1CCCCN1CCCNC(=O)CN1C(=O)c2cccnc2Oc2ccc(C)cc21 (stereo unspecified)	11.3%[46 µM]
COc1ccc(-c2nc3scc(CCNS(=O)(=O)c4c(C)noc4C)n3n2)cc1OC	-6.1%[46 µM]
COc1cc(OC)c(NC(=O)CCn2cccn2)cc1Cl	-14.8%[46 µM]
COc1ccccc1Cc1nc2ccccc2nc1SCC(=O)Nc1ccccc1C(F)(F)F	?
O=C(c1nc(-c2ccc(Cl)cc2)n2c1CCCCC2)N1CCN(c2ccccc2F)CC1	?
CCN1CCN(C(c2ccc(SC)cc2)c2c(O)cc(C)n(CCOC)c2=O)CC1 (stereo unspecified)	-3.0%[46 µM]
COc1ccc(Cl)cc1NC(=O)Cn1c(=O)oc2cc(S(=O)(=O)N3CCCCCC3)ccc21	14.5%[46 µM]
COc1ccc(OC)c(NC(=O)CN2C(=O)COc3ccc(S(=O)(=O)NC4CCCC4)cc32)c1	-15.8%[46 µM]
CCN(CC)S(=O)(=O)c1nnc(NC(=O)COc2cccc(C)c2)s1	?
CCC1CCCCN1C(=O)Cn1c(=O)n(-c2ccc(Cl)c(Cl)c2)c(=O)c2c(C)c(C(=O)N(C)C)sc21 (stereo unspecified)	-15.2%[46 µM]
Cc1ccc(C)c(Cn2c(=O)cc(C)c3c(C)nn(-c4cccc(F)c4)c32)c1	13.2%[46 µM]
CCCC(=O)N1CCc2cc(OC)c(OC)cc2C1COc1ccccc1OC (stereo unspecified)	-2.7%[46 µM]
O=C(COCc1cc(-c2ccc3c(c2)OCO3)on1)Nc1cccc(O)c1	?
O=C(CSc1nccn1Cc1ccc(Cl)cc1)Nc1nc2ccccc2s1	-6.1%[46 µM]
Cc1cccc(NC(=O)CSc2nc3ccc(NC(=O)COc4ccccc4F)cc3s2)c1	4.2%[46 µM]
COc1ccccc1C(=O)NCc1nc2cccnc2n1Cc1ccc(F)cc1	-0.7%[46 µM]
Cc1ccc2nc(COc3ccccc3NC(=O)c3ccc(F)cc3)cc(=O)n2c1	?
CCCn1c2ccccc2c2cnn(CC(=O)N3CCCC(C(=O)OCC)C3)c(=O)c21 (stereo unspecified)	?
COc1cc(OC)c(NC(=O)c2c(C)oc3ncnc(N4CCCCC4)c23)cc1Cl	-3.1%[46 µM]
COc1ccc(NC(=O)CSc2nc3c([nH]c4ccccc43)c(=O)n2-c2ccccc2)c(OC)c1	?
O=C(Nc1ccc(Oc2ccccc2)cc1)c1ccc(F)c(S(=O)(=O)N2CCN(c3ccccc3F)CC2)c1	?
CCOC(=O)c1ccc(Oc2nc(C)nc3c2oc2ccccc23)cc1	-5.9%[46 µM]

Some of these compounds in order of molecular weight, descending:
SMILES	Lamin A splicing
O=C(Nc1ccc(Oc2ccccc2)cc1)c1ccc(F)c(S(=O)(=O)N2CCN(c3ccccc3F)CC2)c1	?
COc1ccc(Cl)cc1NC(=O)Cn1c(=O)oc2cc(S(=O)(=O)N3CCCCCC3)ccc21	14.5%[46 µM]
COc1ccccc1C(=O)NCc1nc2cccnc2n1Cc1ccc(F)cc1	-0.7%[46 µM]

Further entries
SMILES	Lamin A splicing
Cc1cc(-n2c(C)nc3ccccc3c2=O)ccc1NC(=O)c1cccc([N+](=O)[O-])c1C	?
Cc1cccc(C(=O)Nc2ccc(S(=O)(=O)N(Cc3ccccc3)c3ccccc3)cc2)c1	?
Cc1ccc(S(=O)(=O)CC(=O)Nc2nc3c(C)cc(C)cc3s2)cc1	-3.4%[46 µM]
CCOC(=O)c1c(S(=O)(=O)NCC(=O)N2CCN(c3cccc(Cl)c3)CC2)c(C)n(C)c1C	?
COc1ccc(CNC(=O)C2CCCN(S(=O)(=O)c3ccc4c(ccn4C)c3)C2)c(OC)c1 (stereo unspecified)	?
CC(C)OCCCNC(=O)CN1C(=O)CSc2ccc(S(=O)(=O)N3CCCCC3)cc21	5.6%[46 µM]
CCN1CCN(C(c2ccccc2Cl)c2c(O)cc(C)n(Cc3ccco3)c2=O)CC1 (stereo unspecified)	-23.7%[46 µM]
Cc1ccc(NC(=O)CSc2nnc(-c3ccc([N+](=O)[O-])cc3)o2)c(C)c1	-2.7%[46 µM]
Cc1ccc2nc(N(Cc3cccnc3)C(=O)c3ccc4c(c3)OCCO4)sc2c1	3.1%[46 µM]
COC(=O)c1sccc1S(=O)(=O)N1CCN(c2ccc(C)cc2C)CC1	-16.9%[46 µM]
CC(=O)C1=C(c2ccc(Cl)cc2)N(C(C)=O)n2c(nnc2C2CCCCC2)S1	-22.0%[46 µM]
CC(NC(=O)c1ccc2c(c1)sc1nc(-c3ccccc3)cn12)C12CC3CC(CC(C3)C1)C2 (stereo unspecified)	-12.0%[46 µM]
O=C(CCCn1c(=O)c2cccn2c2ccc(F)cc21)NCc1ccc(Cl)cc1	10.3%[46 µM]
COc1ccc(N2CC(NC(=O)C3CC3)CC2=O)cc1OC (stereo unspecified)	2.6%[46 µM]
CCc1ccc(N(C)S(=O)(=O)c2ccc3[nH]cc(C(=O)NCC4CCCO4)c(=O)c3c2)cc1 (stereo unspecified)	8.8%[46 µM]
O=C(COc1ccccc1F)OCc1cc(=O)n2nc(C3CC3)sc2n1	3.7%[46 µM]
COc1ccc(-c2nnc(SCc3cc(=O)c4cc(C)cc(C)c4[nH]3)n2C)cc1	?
COc1cccc(-n2cc(C(=O)Oc3ccc(F)cc3)c3ccccc3c2=O)c1	-11.8%[46 µM]
COc1ccc(-n2nc(C(=O)Nc3cc(OC)c(OC)c(OC)c3)c(=O)n(C)c2=O)cc1	-6.4%[46 µM]
Cc1cccc(CCNC(=O)C2CCN(c3ncnc4c3nc3n4CCCCC3)CC2)c1	7.2%[46 µM]
CCOc1ccccc1/C=C/c1onc(C)c1S(=O)(=O)N1CCC(C(=O)N(CC)CC)CC1	23.6%[46 µM]
COC(=O)CNC(=O)Nc1cc(C(=O)NCc2ccc(C)cc2)ccc1N1CCCC1	?
CCc1ccc(-c2nc(CS(=O)CC(=O)NCc3ccc(F)cc3)c(C)o2)cc1 (stereo unspecified)	-0.9%[46 µM]
COc1ccc(S(=O)(=O)Nc2ccc(-c3cn4c(C)csc4n3)cc2)cc1	?
CCC(=O)N1c2ccccc2CC1C(=O)NCc1ccccc1Cl (stereo unspecified)	-0.7%[46 µM]

Shown field by field: entries from further up.
mol: COc1ccc(-c2cnc(C)o2)cc1S(=O)(=O)Nc1ccc(C)c(N(C)C)c1
  Lamin A splicing = ?
mol: CC(=O)C1=C(c2ccc(Cl)cc2)N(C(C)=O)n2c(nnc2C2CCCCC2)S1
  Lamin A splicing = -22.0%[46 µM]
mol: COc1ccc(-c2cc(C(F)(F)F)n3nc(C(=O)OC(C)C)cc3n2)cc1
  Lamin A splicing = ?
mol: COC(=O)c1sccc1S(=O)(=O)N1CCN(c2ccc(C)cc2C)CC1
  Lamin A splicing = -16.9%[46 µM]

(further entries)
SMILES	Lamin A splicing
O=C(CN1C(=O)CSc2ccc(S(=O)(=O)N3CCOCC3)cc21)NCCCN1CCCCC1	11.4%[46 µM]
Cc1ccc(CN(C(=O)COc2ccccc2Cl)c2ccccn2)o1	?
CN1CCN(Cc2c(O)ccc3cc(-c4ccc(Cl)cc4)c(=O)oc23)CC1	?
COc1cccc(N2CC(NC(=O)c3cc4ccccc4o3)CC2=O)c1 (stereo unspecified)	-4.8%[46 µM]
Cc1ccc2ncc3c(-c4ccc(F)cc4)nn(-c4cccc(F)c4)c3c2c1	18.4%[46 µM]
Cc1ccccc1CN1CCc2nc(N3CCN(c4ccccn4)CC3)ncc2C1	-7.3%[46 µM]
O=C(NCCc1ccccc1)C1CCC(CNS(=O)(=O)c2ccc(Cl)cc2)CC1 (stereo unspecified)	16.3%[46 µM]
COc1ccc(NS(=O)(=O)c2ccc3[nH]c4c(c3c2)CCCCC4)cc1	?
COC(=O)c1ccc(NC(=O)CCc2c(C)nn(-c3ccc(N4CCCCC4)nn3)c2C)cc1	?
CCc1ccc(NC(=O)Cn2ccn(-c3ccc(C)c(C)c3)c(=O)c2=O)cc1	17.4%[46 µM]
COc1cccc(CNC(=O)c2ccc3c(c2)N(Cc2ccc(F)cc2Cl)C(=O)c2ccccc2S3)c1	?
CC(C)CCNC(=O)C1CCN(c2nc3ccc(Cl)cc3[nH]2)CC1	8.0%[46 µM]
CCOC(=O)c1c(S(=O)(=O)N2CCCC(C(=O)Nc3cc(C)ccn3)C2)c(C)n(C)c1C (stereo unspecified)	-3.4%[46 µM]
Cc1ccc(N2CCN(c3cc(C)nc4c(-c5ccc(Cl)cc5)c(C)nn34)CC2C)cc1 (stereo unspecified)	?
O=C(COc1ccc(Cl)cc1)Nc1nnc(S(=O)(=O)N2CCc3ccccc32)s1	-1.5%[46 µM]
Cc1ccc(CNC(=O)CCc2c(C)nn(-c3ccc(N4CCOCC4)nn3)c2C)cc1	17.7%[46 µM]
CCc1ccc2c(c1)-c1ccccc1S(=O)(=O)N2CC(=O)N1CCCCC1	6.1%[46 µM]
O=C1CC(c2nc(-c3ccc(Cl)cc3)no2)CN1c1ccc2c(c1)OCCO2 (stereo unspecified)	-22.2%[46 µM]
Cc1ccc(-n2ncc3c(N4CCCCCC4)ncnc32)cc1	-21.4%[46 µM]
COC(=O)c1ccc(NC(=O)CC2C(=O)N(c3ccccc3)C(=O)N2Cc2cccs2)cc1 (stereo unspecified)	-2.2%[46 µM]
Cc1[nH]c2ccccc2c1C(=O)C(=O)NC1CC(=O)N(c2ccccc2)C1 (stereo unspecified)	6.7%[46 µM]
CCc1ccc(NC(=O)CSc2nccn2-c2ccc(OC)cc2)cc1	7.5%[46 µM]
Cc1ccc(C)c(N2CCN(S(=O)(=O)c3ccc4[nH]c5c(c4c3)CCCCC5)CC2)c1	-11.5%[46 µM]
CCN(CC)S(=O)(=O)c1ccc(C(=O)Nc2nc3c(Cl)cc(Cl)cc3s2)cc1	?
COc1ccc(Cl)cc1NC(=O)Cn1ccn(-c2cc(C)cc(C)c2)c(=O)c1=O	18.2%[46 µM]
CCCOc1ccc(C(=O)N(Cc2cccs2)C2CCS(=O)(=O)C2)cc1 (stereo unspecified)	-6.2%[46 µM]

Copied from above for reference:
SMILES	Lamin A splicing
COc1ccc(Cl)cc1NC(=O)Cn1ccn(-c2cc(C)cc(C)c2)c(=O)c1=O	18.2%[46 µM]
CCCOc1ccc(C(=O)N(Cc2cccs2)C2CCS(=O)(=O)C2)cc1 (stereo unspecified)	-6.2%[46 µM]

Source: PubChem
